TEAD-YAP block = TEAD-YAP interaction inhibition; hit rate 1.4% among 640,000; inhibition, % at 9.12 µM; AID 1259422; HEK-TIYL cells, TEAD-Gal4/YAP UAS-luciferase luminescence; in the data active = inhibition above about 32%;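 note: 0% = median of test compound wells and 100% = reference inhibitor wells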
MITF inh = blocks human microphthalmia-associated transcription factor; O75030; AlphaScreen MITF homodimerization, bead proximity signal; inhibition, % at 2.6 µM; hit rate 0.91% among 650,000; AID 1259374; in the data active = inhibition above about 50%;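 note: 0% = vehicle wells with protein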
Target sequence (O75030 whole entry, looked up): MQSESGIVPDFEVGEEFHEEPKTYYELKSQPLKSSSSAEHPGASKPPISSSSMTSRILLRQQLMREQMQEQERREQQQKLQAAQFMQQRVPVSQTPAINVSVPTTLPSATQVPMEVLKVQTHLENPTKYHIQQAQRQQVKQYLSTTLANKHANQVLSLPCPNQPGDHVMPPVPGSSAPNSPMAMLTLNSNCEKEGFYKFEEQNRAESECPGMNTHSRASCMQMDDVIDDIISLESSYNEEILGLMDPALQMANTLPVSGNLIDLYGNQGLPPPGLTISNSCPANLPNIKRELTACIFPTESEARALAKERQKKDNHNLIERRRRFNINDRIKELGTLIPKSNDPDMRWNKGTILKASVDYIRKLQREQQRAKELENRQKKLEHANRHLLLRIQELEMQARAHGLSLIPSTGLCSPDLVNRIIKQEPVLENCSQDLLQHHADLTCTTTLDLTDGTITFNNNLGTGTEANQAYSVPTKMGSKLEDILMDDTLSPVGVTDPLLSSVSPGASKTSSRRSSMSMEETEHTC
FBW7 activator = human FBW7 E3 ligase activation, primary screen; AID 1259310; AlphaScreen FBW7–phospho-cyclin E peptide binding, activator screen; hit rate 0.13% among 650,000; normalized activity (activation), % at 26.1 µM; Q969H0; in the data active = normalized activity above about 1.9%;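 note: purified mutant Fbw7 with reduced substrate affinity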
GPR151 activ = activators of human GPR151; Q8TDV0; PathHunter beta-arrestin GPR151 cells, luminescence; activation, % at 11.2 µM; hit rate 1% among 650,000; AID 1508602; in the data active = activation above about 4.9%;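 note: 0% = median of compound wells and 100% = cells with positive control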
Target sequence (Q8TDV0 whole entry, looked up): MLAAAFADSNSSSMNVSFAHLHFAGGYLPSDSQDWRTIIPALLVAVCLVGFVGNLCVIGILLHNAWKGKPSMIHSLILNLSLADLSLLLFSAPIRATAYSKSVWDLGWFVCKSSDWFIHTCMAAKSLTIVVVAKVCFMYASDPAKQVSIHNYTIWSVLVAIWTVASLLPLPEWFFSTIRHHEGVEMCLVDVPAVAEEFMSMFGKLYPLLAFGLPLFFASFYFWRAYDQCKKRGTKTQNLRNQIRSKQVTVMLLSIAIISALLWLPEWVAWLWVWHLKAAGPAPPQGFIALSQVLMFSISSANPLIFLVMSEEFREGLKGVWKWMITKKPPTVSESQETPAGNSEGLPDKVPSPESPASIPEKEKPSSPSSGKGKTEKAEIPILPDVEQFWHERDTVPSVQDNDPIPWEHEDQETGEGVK
* hit, by the source's call; . = no result given. An unsorted share of the library; 3.4% or so of the library scored in one or more.

SMILES	TEAD-YAP block	MITF inh	FBW7 activator	GPR151 activ
COc1ccc(OC)c(CNc2cccc(F)c2)c1	-3.5	1.4	0.1	0.8
O=C(O)c1ccc(N/N=C2/CCSc3ccc(F)cc32)cc1	-1.1	0.8	-0.2	-0.4
CC1CCCCC1NC(=O)CC(C)S(=O)(=O)c1ccc2c(c1)OCC(=O)N2 (centres undefined)	-2.4	5.9	0.0	0.8
Cc1cc(C)c2oc(-c3ccc(C)c(NC(=O)c4cccnc4)c3)nc2c1	2.6	21.5	0.5	-0.9
O=C(CCCn1c(=S)[nH]c2ccsc2c1=O)NCc1ccccc1	-0.2	-7.7	-0.1	1.5
Cc1ccc(OC(=O)C(C)N2C(=O)c3ccccc3C2=O)cc1C (centres undefined)	0.3	-9.5	-0.1	-0.7
CC(=O)c1cccc(S(=O)(=O)Nc2ccc(Br)c(C(F)(F)F)c2)c1	-1.2	2.2	0.0	0.3
COc1ccc(S(=O)(=O)CCC(=O)Nc2ccc3c(c2)OCCO3)cc1	-2.1	28.0	0.1	0.7
COc1ccccc1/C=N/NC(=O)C(=O)Nc1ccccc1OC	0.8	2.8	0.2	-1.5
COC(=O)c1ccccc1NC(=O)C1=C(C)C(=O)OC12CCCCC2	-7.2	-3.0	-0.1	-1.0
CCOC(=O)N1CCN(Cc2nc3c(c(=O)n(C)c(=O)n3C)n2CCCO)CC1	-0.8	-8.4	-0.1	0.1
CSCCCNC(=O)C1CC(=O)c2sc(NC(=O)C3CCC3)nc2C1 (centres undefined)	-7.5	-1.7	-0.1	-0.1
CCCN(CC1CCCO1)C(=O)CN1Cc2cc(C)ccc2OC(C)C1 (centres undefined)	0.1	10.7	0.0	1.9
COc1ccc(NS(=O)(=O)c2ccc(I)cc2)cc1N1CCN(C)CC1	.	11.3	-0.1	0.0
CN(C)S(=O)(=O)c1cccc(C(=O)Nc2cccc(Br)c2)c1	-45.4	3.8	-0.1	-1.5
COc1cccc(-n2c(=S)sc3c(=O)n(-c4ccccc4C)c(SCC(=O)C(C)(C)C)nc32)c1	3.8	-10.1	0.0	0.0
CCOC(=O)c1sc(NC(=O)CSc2nnc(CNC(=O)Cc3ccc(OC)cc3)n2-c2ccc(F)cc2)c(C(=O)OCC)c1C	-8.5	15.1	0.1	-0.8
O=C(OCc1ccc(Cl)cc1Cl)c1ccco1	1.0	-11.0	0.2	-0.3
CC(=O)N1CCC2(CC1)OCc1cc(-c3ccc(F)cc3F)ccc1O2	14.9	7.2	-0.1	0.3
O=C(Nc1ccc(S(=O)(=O)N2CCCC2)cc1)c1ccc([N+](=O)[O-])cc1	-0.9	4.2	0.0	2.3
COc1ccc(/C=N/NC(=O)CSCc2ccccc2Br)cc1	-4.4	-5.0	0.0	-1.0
CCCCc1ccc(C2=N/C(=C/c3cc(OC)c(OC)c(OC)c3)C(=O)O2)cc1	-3.4	-6.6	0.0	1.5
Cc1ccc(S(=O)(=O)N2CCC(N3CCCCCC3)CC2)cc1Cl	3.1	-13.8	0.6	2.1
O=C(NC1CCN(Cc2ccccc2)CC1)C1CCN(c2ccc(Nc3ccc(N4CCOCC4)cc3)nn2)CC1	-0.6	9.1	0.2	-0.2
CC(=O)Nc1nnc(SCc2cc(=O)c(OC(=O)c3ccc(C)c(C)c3)co2)s1	-15.9	-9.0	-0.1	2.4
O=C(Cc1ccccc1)N/N=C/c1ccc2ccccc2c1	-13.5	2.1	1.4	0.1
COc1ccccc1CC(=O)N1CCC(n2c(C)nc3sc(C)c(C)c3c2=O)CC1	-12.5	-12.0	0.1	-0.4
O=C(Nc1ccc(Br)cn1)c1ccc2nccnc2c1	-14.2	-5.6	0.1	0.0
CCN(CC)c1ccc2ccc(=O)oc2c1	-13.9	-10.7	1.0	1.2
O=[N+]([O-])c1cc([N+](=O)[O-])c2cccnc2c1O	4.3	1.2	-1.3	0.2
Cc1[nH]c2c(C)cccc2c(=O)c1CN1CCOCC1	2.5	11.0	-0.1	0.0
Cc1ccc(NC(=O)CCN2CCCC(C)C2)cc1C (centres undefined)	6.5	-0.2	0.0	1.0
COCCNC(=O)/C=C/c1ccc2c(c1)OCO2	-14.3	1.4	0.0	-1.7
COC(=O)c1ccc(C2C(C#N)=C(N)Oc3n[nH]c(C45CC6CC(CC(C6)C4)C5)c32)cc1 (centres undefined)	-10.0	16.5	0.8	3.3
CCCNS(=O)(=O)c1ccc(CCC(=O)NC2CCCC2)cc1	5.8	22.4	0.2	0.3
Cc1ccc(C(=O)NCCSC(C)(C)C)cc1	-39.9	3.9	0.0	0.0
COc1ccc(-c2nc(C)c(CCNC(=O)c3c(F)cccc3F)s2)cc1OC	-34.8	-11.1	0.0	-0.8
CC1CCC(NC(=O)CCS(=O)(=O)c2ccc3c(c2)OCC(=O)N3)CC1 (centres undefined)	-2.9	1.2	0.1	0.0
Cc1nc(-c2ccccc2)sc1CCNC(=O)c1cccs1	-17.3	-2.5	-0.1	0.0
COCC(=O)NC(CC(C)C)c1nnc2n1CCN(Cc1ccc3c(c1)OCCO3)CC2 (centres undefined)	13.5	16.8	0.0	1.1

Single records, as listed above. Order of values: TEAD-YAP block	MITF inh	FBW7 activator	GPR151 activ
CC1CCC(NC(=O)CCS(=O)(=O)c2ccc3c(c2)OCC(=O)N3)CC1 (centres undefined) is listed with -2.9	1.2	0.1	0.0
COCCNC(=O)/C=C/c1ccc2c(c1)OCO2 is listed with -14.3	1.4	0.0	-1.7
Cc1ccc(C(=O)NCCSC(C)(C)C)cc1 is listed with -39.9	3.9	0.0	0.0
CC(=O)Nc1nnc(SCc2cc(=O)c(OC(=O)c3ccc(C)c(C)c3)co2)s1 is listed with -15.9	-9.0	-0.1	2.4
O=C(NC1CCN(Cc2ccccc2)CC1)C1CCN(c2ccc(Nc3ccc(N4CCOCC4)cc3)nn2)CC1 is listed with -0.6	9.1	0.2	-0.2

The list continues.
SMILES	TEAD-YAP block	MITF inh	FBW7 activator	GPR151 activ
CCc1ccc(OCCOCCn2c(-c3ccc(Cl)cc3)nc3ccccc3c2=O)cc1	-6.0	3.9	0.4	0.1
CC(C)C(=O)n1nc(-c2ccccc2)nc1NCc1ccc(F)cc1	-3.4	-1.8	0.0	0.8
Cc1cnc(CNc2ncc(-c3ccc(Cl)cc3)cn2)cn1	0.6	1.5	0.2	-0.7
C=CCNC(=S)N1CCc2ccccc2C1	2.2	5.8	-0.2	2.3
Cc1c(C(=O)NCCCN(C)Cc2ccccc2)sc2ncn(CC(=O)N3CCCCC3C)c(=O)c12 (centres undefined)	9.3	-5.3	-0.1	0.4
CCOC(=O)C1=C(C)N=c2s/c(=C\c3cc(Br)c(OC)c(OC)c3)c(=O)n2C1c1ccc(Cl)cc1 (centres undefined)	-7.1	-8.2	-0.1	-0.9
O=C(NCCc1ccccc1)c1cc2n(n1)C(C(F)(F)F)CC(c1ccc(Cl)c(Cl)c1)N2 (centres undefined)	16.4	-1.6	-0.1	1.7
CC(=O)c1sc2nc(SCC(=O)NCc3ccccc3)[nH]c(=O)c2c1C	-1.6	-4.4	0.2	0.5
O=C1/C(=N/Nc2ccccn2)c2cccc3cccc1c23	-38.8	12.3	-0.1	3.3
O=C(CC1CCCCC1)Nc1ccc([N+](=O)[O-])cc1	-22.1	15.9	0.0	-0.4
O=C(O)C1CCC(CNCc2c(Cl)cccc2Cl)CC1 (centres undefined)	-2.5	3.5	0.8	-1.4
CC1(Cc2ccccc2C#N)C(=O)Nc2ccc(-c3cccnc3)cc21 (centres undefined)	-0.3	-11.9	0.0	-0.4
CCC(Sc1nc2ccsc2c(=O)n1NC(=O)COc1ccccc1Br)C(=O)Nc1cccc(OC)c1 (centres undefined)	8.2	21.4	0.0	-0.7
Cc1ccc(-c2csc3ncn(CC(=O)Nc4cccc(C(F)(F)F)c4)c(=O)c23)cc1	2.1	-0.2	0.9	-1.2
O=C(O)COc1ccc(/C=N/N=C2\NC(=O)C(CC(=O)O)S2)cc1 (centres undefined)	-0.2	-5.1	-0.1	-0.3
O=C(NC1CCCCNC1=O)c1ccc(N2CC3CC(C2)c2cccc(=O)n2C3)c(NC(=O)c2ccccc2Cl)c1 (centres undefined)	3.6	3.8	0.0	-1.1
O=C1NCCCCC1Nc1ccc(N2C(=O)CCC2=O)cc1[N+](=O)[O-] (centres undefined)	3.7	10.7	0.0	1.1
COCCN(Cc1cc2cc(C)cc(C)c2[nH]c1=O)C(=O)C1CCC1	-4.7	1.7	-0.1	2.7
CCS(=O)(=O)N1CCN=C1SCc1ccccc1	4.6	-6.7	-0.4	5.6*
CCN1/C(=C/c2ccc3cc(C)ccc3[n+]2C)Sc2ccccc21	75.8*	23.1	-0.3	1.9

Next section; it opens with the 2 that closed the last part.
SMILES	TEAD-YAP block	MITF inh	FBW7 activator	GPR151 activ
CCS(=O)(=O)N1CCN=C1SCc1ccccc1	4.6	-6.7	-0.4	5.6*
CCN1/C(=C/c2ccc3cc(C)ccc3[n+]2C)Sc2ccccc21	75.8*	23.1	-0.3	1.9
Cc1ccc(OCCNc2ccc(C(F)(F)F)cc2[N+](=O)[O-])cc1	2.7	0.3	0.0	2.7
COc1ccc2oc(=O)c(C(=O)Nc3cc(F)ccc3C)cc2c1	-8.0	10.9	-0.1	-1.4
O=C(c1ccc2c(c1)OCO2)N1CCC(CN2C(=O)c3cccc4cccc(c34)C2=O)CC1	-6.8	-4.4	-0.1	0.3
N=c1c(C(=O)NC2CCCCC2)cc2c(=O)n3ccccc3nc2n1Cc1ccco1	0.1	-7.4	0.0	0.2
O=C(Nc1ccc([N+](=O)[O-])cc1)Nc1cccc(-c2nnc3n2CCCCC3)c1	-1.9	11.0	0.1	0.4
Nc1cccc(-c2nc(C(=O)NCCN3CCOCC3)cs2)c1	-1.0	3.3	-0.1	-0.9
O=S1(=O)N=C(Oc2ccccc2)c2ccccc21	10.8	4.2	0.3	0.5
COc1ccc(OCc2n(CC(=O)OC3CC(C)CCC3C(C)C)c3ccccc3[n+]2C)cc1 (centres undefined)	41.1*	7.8	-0.1	0.7
C=CCOC(=O)C1=C(C)NC2=C(C(=O)CCC2)C1c1ccccc1OCCC (centres undefined)	2.2	1.1	0.2	1.0
O=C(COC(=O)c1ccc(N2C(=O)C3C4C=CC(C4)C3C2=O)cc1)c1ccc(Cl)c([N+](=O)[O-])c1 (centres undefined)	3.5	2.7	-0.1	0.5
CCOc1nc(-c2ccc(Cl)cc2)nc2ccccc12	-1.7	3.5	0.1	-0.8
Cc1ccccc1C(NC(=O)C1CCN(C(=O)c2ccccc2)CC1)c1ccccn1 (centres undefined)	-8.0	4.9	0.2	-0.4
COc1ccc(CNC(=O)C2CCCCC2C(=O)O)cc1OC (centres undefined)	7.2	1.2	0.3	-0.9
COc1ccc(C2CC(=O)Oc3ccc(C(C)(C)C)cc32)cc1 (centres undefined)	-6.3	8.3	-0.1	-0.7
CN(CC(=O)NCCc1ccccc1)S(=O)(=O)c1ccc(Cl)cc1	2.9	-10.0	-0.3	0.0
COCCCn1c(=S)[nH]c2ccc(F)cc2c1=O	-1.5	2.3	-0.1	1.0
COc1ccc(CCNC(=O)c2cc(-c3ccc(F)cc3)on2)cc1OC	-7.8	-8.8	0.1	2.0
CCOC(=O)N1CCC(NC(=O)Cn2nc(Cc3cccnc3)c3ccccc3c2=O)CC1	-4.2	17.5	0.0	-1.1
COc1c(Br)cc(/C=N/NC(=O)CC#N)cc1Br	1.8	-3.9	0.0	-1.0
CC(C)(C)c1ccc(C(=O)NC(Cc2c[nH]c3ccccc23)C(=O)OCC(=O)c2ccc(Cl)cc2)cc1 (centres undefined)	-2.5	-8.9	-0.1	-0.2
Cc1ccccc1OCC(=O)NC(C)c1ccccc1 (centres undefined)	2.6	-9.3	-0.1	-0.9
O=c1c2ccccc2c(-c2ccccc2)nn1-c1ccc(C(F)(F)F)cn1	-6.9	-4.0	0.0	-1.1
O=C(COc1coc(CN2CCN(c3ccc(F)cc3)CC2)cc1=O)NC1CCCC1	3.8	7.3	0.1	-0.2
O=C(Nc1ccccc1O)c1cccc(S(=O)(=O)N2CCOCC2)c1	4.8	-10.5	0.3	1.3
Nc1nc(SCC(=O)N2CCCc3ccccc32)n[nH]1	-7.9	21.1	0.5	-0.1
COc1ccc(CNC(=O)c2cc3nc(-c4ccc([N+](=O)[O-])cc4)cc(C(F)(F)F)n3n2)cc1	-8.2	-1.3	-0.1	1.2
Cc1cc2c(cc3c(=O)n(CC(=O)NCCCN4CCCC(C)C4)nc(C)n32)s1 (centres undefined)	-1.1	8.0	-0.1	7.7*
O=C(NC1CCCC1)C(=O)N(Cc1cccnc1)C(C(=O)NC1CCCC1)c1ccco1 (centres undefined)	-13.2	-15.1	-0.1	-0.2
CCOCCn1c(=O)c2c(nc3n2CCN3c2ccc(OC)cc2OC)n(C)c1=O	7.9	-0.6	-0.4	1.5
CN1CCC(OC(=O)c2cccc(Br)c2)CC1	3.1	15.1	0.1	-0.6
c1ccc(OCCNc2nc(N3CCN(c4ccccn4)CC3)nc3c2ncn3C2CCCCC2)cc1	-0.9	-2.2	-0.1	1.1
Oc1ccc(Br)cc1-c1nc2cnccn2c1Nc1ccccc1	-9.2	5.0	-0.2	0.1
COc1cccc(N/C(SCc2cccc([N+](=O)[O-])c2)=C(/C#N)C(N)=O)c1	5.5	7.9	0.2	-2.0
Cc1c(Cl)cccc1-n1c(SCC(=O)NCCc2ccc(S(N)(=O)=O)cc2)nc2n[nH]c(C)c2c1=N	7.5	9.8	0.1	-0.7
C=CCn1c(SCc2ccccc2F)nc2cc(C(=O)N3CCOCC3)ccc2c1=O	-12.1	-3.9	0.7	-1.6
CCOC(=O)C1=C(C)N=c2s/c(=C\c3ccccc3OC)c(=O)n2C1c1ccccc1 (centres undefined)	-1.3	9.1	1.3	-1.1
O=c1c(S(=O)(=O)c2ccc(F)cc2)c[nH]c2cc3c(cc12)OCCO3	-36.4	-11.8	0.7	-0.5
